human PMI inhibitors – human PMI inhibitors, high substrate, primary screen, biochemical, fluorescence intensity, high mannose 6-phosphate (AID 1220) | recombinant PMI enzyme, coupled fluorescence intensity; higher % means a stronger effect | 190,000 tested, 0.66% active | one-dose inhibition, % at 20 µM; IC50 in µM for titrated hits
Salmonella PhoP GFP – inhibitors of PhoP regulon expression, primary screen, Salmonella Typhimurium, GFP reporter (AID 1863) | inhibition, % at 50 µM, or IC50 in µM where a hit was titrated | S. Typhimurium PhoP-regulated promoter GFP reporter, 4 h; higher % means a stronger effect | 300,000 tested, 0.16% active;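 active = inhibition over 29.93%, a cutoff 3 SD above the screen mean, later confirmed by dose response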;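 note: 0% = low Mg2+ inducing control and 100% = high Mg2+ repressing control; strong numbers were not always called active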
Insulin prom up – MIN6 insulin promoter up-regulation | MIN6 insulin promoter-GFP reporter, high-content imaging; hits give high values | z-score at 5 µM | 190,000 tested, 0.3% active | AID 1625;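 active = z-score above 3 at 5 µM with at least 500 cells counted in the well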
TNAP activators – stimulation of alkaline phosphatase TNAP activity – biochemical, luminescent, no phosphate acceptor, uHTS, primary screen (AID 1001) | purified TNAP, luminescent activation assay, no phosphate acceptor; higher activation fold means a stronger effect | activation fold at 20 µM; hits with a dose series show EC50 in µM | 200,000 tested, 0.03% active; in the data active = activation fold from about 3, or a potency from the dose series; inactive = the rest, 99 in 100 with activation fold below about 1.6; note: many of its hits are not listed in these tables
Large T inhibition – TAg ATPase/helicase activity blockers – biochemical (AID 1903); SV40 large T antigen ATPase/helicase inhibition assay; higher % means a stronger effect; one-dose inhibition, % at 20 µM; IC50 in µM for titrated hits; 310,000 tested, 0.39% active; in the data active = a potency from the dose series; note: strong numbers were not always called active
RSV CPE inhibition – inhibition of RSV-induced cytopathic effect – HEp-2 cells, primary 10 µM value included (AID 2391). HEp-2 cells, RSV-induced CPE inhibition; higher % means a stronger effect. one-dose CPE inhibition, % at 10 µM; IC50 in µM for titrated hits. 310,000 tested, 0.13% active; in the data active = a potency from the dose series; note: strong numbers were not always called active
CSM14.1 death rescue – rescue of cells from ER stress-induced death, primary screen, 384-well, CSM14.1, thapsigargin, ATP luminescence (AID 1222) | CSM14.1 thapsigargin-induced death rescue, ATP luminescence; higher % means a stronger effect | cellular ATP content (survival), % at 20 µM, or EC50 in µM where a hit was titrated | 190,000 tested, under 10 active;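 active = EC50 below 50 µM in the dose-response confirmation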;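 note: death triggered by thapsigargin at about 15 µM added after 2 h compound pretreatment; cell ATP read after overnight thapsigargin exposure of roughly 18 to 22 hours; normalized against plate controls of thapsigargin alone and 5% DMSO vehicle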
human PMI inhibition – inhibitors of human PMI, primary screen, biochemical, fluorescence intensity, coupled assay (AID 1209); purified PMI enzyme, coupled fluorescence intensity; higher % means a stronger effect; inhibition, % at 20 µM, or IC50 in µM where a hit was titrated; 190,000 tested, 0.42% active;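 note: plate controls were DMSO vehicle for no effect and wells lacking substrate for full effect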
West Nile virus CPE – inhibition of WNV-induced cytopathic effect – cell-based, CPE readout (AID 1621). West Nile virus-infected cells, CPE inhibition; higher % means a stronger effect. CPE inhibition, % at 10 µM; hits with a dose series show IC50 in µM. 290,000 tested, 0.02% active; in the data active = a potency from the dose series; note: strong numbers were not always called active
Insulin prom up cell count – recorded beside Insulin prom up, whose call it bears; cell count; measured here: cytotoxicity, nuclei count;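 total cells summed across four imaged fields per well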
* marks the source's active call; other numbers are inactive results; · = no result given. Cut-off read from the data, not from the text of the source, unless noted: active = inhibition above about 50%; inactive = the rest.

SMILES	human PMI inhibitors	Salmonella PhoP GFP	Insulin prom up	Insulin prom up cell count	TNAP activators	Large T inhibition	RSV CPE inhibition	CSM14.1 death rescue	human PMI inhibition	West Nile virus CPE
Cc1ccc(OCC(=O)NCc2cccs2)c([N+](=O)[O-])n1	-7%	3%	-0.54	1577	1.1	1%	7.1%	-0.1%	0%	-0.6%
Cc1ccc(-n2c(C)c3c(C)nnc(C)c3c2C)cc1C	6%	-1%	·	·	1.2	19%	17%	-0.5%	5%	-0.6%
CC1CC(C)CN(CCCNC(=O)c2ccc3c(c2)ncn3C2CCCC2)C1 (stereo not given)	·	-2%	·	·	·	0%	1.2%	·	·	-0.4%
COc1cccc(-c2cc(N3C(=O)Nc4ccccc4N3O)n[nH]2)c1	3%	0%	0.13	1539	1	1%	0.2%	0.4%	-15%	-0.3%
COC(=O)C1CCN(c2nc3ccccc3nc2C(C#N)C(=O)OCC(C)C)CC1 (stereo not given)	15%	11%	·	·	1	8%	0.7%	3.4%	2%	0.4%
Fc1ccccc1COc1ccc(Br)cc1CNCc1cccnc1	-1%	3%	·	·	1.1	1%	-0.9%	-1.6%	-5%	-1.7%
CCOc1ccc(CCN2CN(CC)CNC2=S)cc1OCC	9%	-6%	1.1	1209	1	3%	1.7%	1.3%	2%	0.1%
O=c1c2ccccc2nnn1-c1ccc(Br)cc1	·	-2%	·	·	·	29%	1.2%	·	·	0.3%
C=CCNC(=O)C1CC2Cn3c(nc4ccccc43)C2N1C (stereo not given)	·	-5%	-0.21	788	·	7%	-0.7%	·	·	0.2%
COCCNC(=O)CN(Cc1ccc2c(c1)OCO2)C(=O)CCC(=O)Nc1nccs1	6%	-7%	-0.35	1892	1.1	6%	0.8%	-3.2%	5%	-0.1%
Cc1cc(=O)[nH]c(SCC(=O)N2CCc3ccccc3C2)n1	-10%	-6%	0.72	774	1.1	11%	·	-1.3%	-4%	-0.2%
COc1ccc2c(Cl)c(C(=O)N/N=C3\CCCC(=O)C3)sc2c1	-8%	17%	-0.11	1157	1.2	15%	0.9%	-1.4%	-23%	0.1%
Cc1nn(Cc2ccccc2)c(C)c1NC(=O)c1noc2c1CCc1ccccc1-2	18%	-2%	-0.27	882	1.1	0%	12%	0.7%	10%	-0.1%
CCOC(=O)c1sc(N)c(C(N)=O)c1C	-1%	-9%	0.13	1321	1.1	-11%	0.2%	-1.8%	64%*	-0.8%
Cc1ccc(S(=O)(=O)N(CCCN2CCCC2=O)Cc2cc3c(C)ccc(C)c3[nH]c2=O)cc1	-18%	7%	-0.35	1282	0.9	-3%	6.8%	0.6%	-11%	-0.9%
CCOc1ccc(NC(=O)/C(C=Nc2ccccc2)=C(\C)O)cc1	·	-7%	·	·	·	1%	7.5%	·	·	-0.6%
CCCC(=O)Nc1nnc(CCc2ccccc2)s1	·	-9%	·	·	·	-2%	0.7%	·	·	0.4%
Cn1c2ccccc2c(=O)c2ccc(F)cc21	·	-12%	·	·	·	1%	16%	·	·	-0.9%
Cc1ccccc1NC(=O)/C(C#N)=C\c1cccnc1	2%	-1%	0.07	1915	1.2	8%	-0.7%	-2.7%	12%	·
N#C/C(=C\c1c[nH]c2ccccc12)C(=O)NC1CCCC1	·	-6%	·	·	·	8%	9.3%	·	·	-0.5%
COC(=O)C(O)(CC(=O)Nc1cc(Cl)ccc1Cl)C(F)(F)F (stereo not given)	2%	8%	1.3	1242	1.1	21%	3.7%	8.0%	0%	-0.1%
CCOC(=O)c1ccc(Nc2cc(C)nc(-c3ccccc3O)n2)cc1	-2%	9%	0.21	1304	1	-1%	4.3%	-2.6%	3%	-0.3%
CCC1=C(OC(=O)N(CC)CC)N2C(=O)OC(=NCC(=O)OC)[C@]2(Cc2ccccc2)[C@H]2C1=CC[C@H]1C(=O)N(CC(=O)OC)C(=O)[C@H]12	·	-5%	-0.25	1019	·	22%	-0.2%	·	·	0.1%
COCC(=O)N1CCC(Oc2ccc(C(=O)N3CCCCCCC3)cc2)CC1	·	-4%	·	·	·	24%	2.0%	·	·	-0.1%
COc1ccc(NC(=O)CCS(=O)(=O)c2ccc(OC)cc2)cc1	-7%	-1%	0.21	1306	1	3%	0.4%	·	10%	-0.6%
Nc1nonc1-n1nnc(C(=O)N/N=C/c2ccc(Cl)cc2Cl)c1CN1CCCC1	·	3%	·	·	·	14%	-0.3%	·	·	-0.1%
Cc1ccc(C(=O)N2CCN(c3ccccc3F)CC2)cc1NC1=NC2CS(=O)(=O)CC2S1 (stereo not given)	·	-2%	·	·	·	0%	1.3%	·	·	0.6%
Cc1ccc(-c2nc(CSc3nc4ccccc4c(=O)n3C)cs2)cc1	-2%	-7%	0.41	1296	1.1	8%	2.1%	-0.6%	5%	-2.0%
C/C(=N/OC(=O)C1CC1c1ccccc1)c1ccccc1 (stereo not given)	-2%	-8%	·	·	1.1	14%	1.6%	0.1%	-4%	0.6%
FC(F)C(F)(F)c1cc(-c2ccc(Cl)cc2)n[nH]1	·	3%	-0.1	1059	·	7%	8.0%	·	·	-0.6%

A different layout for some results above:
smiles | human PMI inhibitors | Salmonella PhoP GFP | Insulin prom up | Insulin prom up cell count | TNAP activators | Large T inhibition | RSV CPE inhibition | CSM14.1 death rescue | human PMI inhibition | West Nile virus CPE
Cc1ccc(-c2nc(CSc3nc4ccccc4c(=O)n3C)cs2)cc1 | -2% | -7% | 0.41 | 1296 | 1.1 | 8% | 2.1% | -0.6% | 5% | -2.0%
Cc1ccccc1NC(=O)/C(C#N)=C\c1cccnc1 | 2% | -1% | 0.07 | 1915 | 1.2 | 8% | -0.7% | -2.7% | 12% | ·
CCCC(=O)Nc1nnc(CCc2ccccc2)s1 | · | -9% | · | · | · | -2% | 0.7% | · | · | 0.4%
CCOC(=O)c1ccc(Nc2cc(C)nc(-c3ccccc3O)n2)cc1 | -2% | 9% | 0.21 | 1304 | 1 | -1% | 4.3% | -2.6% | 3% | -0.3%

The results go on:
SMILES	human PMI inhibitors	Salmonella PhoP GFP	Insulin prom up	Insulin prom up cell count	TNAP activators	Large T inhibition	RSV CPE inhibition	CSM14.1 death rescue	human PMI inhibition	West Nile virus CPE
Cc1c(C(=O)Nc2c(N)nc(SCC(=O)NCC3CCCO3)[nH]c2=O)cccc1[N+](=O)[O-] (stereo not given)	·	-4%	·	·	·	9%	0.1%	·	·	-0.3%
CCc1nn2cc(-c3ccccc3)nc2s1	9%	11%	-0.01	1174	1.1	-5%	1.2%	·	3%	1.0%
Oc1ccc(-c2nc3ccccn3c2NCc2ccco2)cc1	13%	8%	-0.83	1449	1.1	11µM*	-2.1%	2.6%	7%	-0.1%
C/C(=N\NC(=O)Cc1c[nH]c2ccccc12)c1ccc2ccccc2c1	18%	-14%	-0.79	1559	1.1	1%	4.3%	-1.5%	20%	-0.7%
O=C(CSc1nc(-c2ccccc2)nc2c1Cc1ccccc1O2)Nc1ccc(C(=O)O)cc1	-3%	-1%	-0.53	1195	1.2	10%	·	·	-18%	-0.3%
CC(=O)Nc1ccc(C(=O)Nc2ccc3c(c2)OCCO3)cc1	·	5%	·	·	·	6%	0.4%	·	·	0.1%
O=c1c2ccccc2nc(-c2ccco2)n1CCc1ccc(O)cc1	·	11%	·	·	·	15%	3.6%	·	·	-0.1%
COc1cc2ccccc2cc1C(=O)Nc1ccc(S(=O)(=O)Nc2cc(C)on2)cc1	1%	-5%	0.05	1534	1	·	7.3%	1.0%	6%	0.2%
Cc1nn(Cc2ccccc2Cl)c(C)c1C(=O)N1CCN(c2ccccc2)CC1	5%	-2%	0	1101	1	5%	0.0%	1.9%	8%	0.1%
CC(C)NC(=O)NC(=O)COC(=O)c1ccccc1F	8%	-5%	-0.23	1581	1.2	12%	1.9%	-1.1%	8%	-0.2%
CC(=O)c1cccc(NC(=O)N2C3CCCC2CC(NC(=O)C2CC2)C3)c1 (stereo not given)	·	6%	·	·	·	3%	1.7%	·	·	0.0%
O=C(CSc1nnc(Nc2ccccc2)s1)NCCN1C(=O)CSC1=O	-6%	0%	0.27	1467	1	-9%	1.2%	0.2%	2%	-0.2%
C#CCOCCOCCOCCNc1nc(N2CCN(C(=O)[C@H]([C@@H](C)CC)n3cc([C@@H](N)CC(C)C)nn3)CC2)nc(N2CCN(C(=O)[C@H](Cc3ccc(O)cc3)n3cc([C@@H](N)CC(C)C)nn3)CC2)n1	-17%	-2%	-0.59	1379	1.3	5%	0.6%	-0.6%	-14%	0.6%
CCS(=O)(=O)N1CCN(c2ccc(C(=O)NC34CC5CC(CC(C5)C3)C4)cc2[N+](=O)[O-])CC1	25%	4%	-0.14	1276	1	22%	0.7%	2.7%	13%	-0.9%
CCOC(=O)N/N=C/C=C/c1ccccc1[N+](=O)[O-]	-2%	0%	0.35	1078	1.2	4%	-0.5%	2.4%	-2%	0.0%
Cc1cc(C)nc(SCC(=O)NCc2ccco2)n1	-2%	7%	0.86	1113	0.9	12%	2.3%	-1.2%	-12%	-0.2%
CC(C)(C)CC(=O)NCc1cccs1	-20%	-2%	-0.32	1288	1	1%	4.8%	-1.8%	-10%	1.0%
Cc1cc(C)n(-c2ccc(N3CCOCC3)nn2)n1	6%	8%	1.5	1185	1	11%	6.7%	·	13%	0.0%
COc1ccc(N=Cc2ccc[nH]2)cc1	8%	5%	0.16	918	1.2	13%	1.0%	0.5%	15%	0.3%
C/C(=N\NC(=O)CCn1nc(C)cc1C)C(C)(C)C	-7%	9%	-0.3	1429	1.2	6%	1.9%	4.3%	4%	-0.2%
CN(C)c1ccc(P(=O)(OCc2ccccc2)C(O)c2ccc(Br)cc2)cc1 (stereo not given)	·	5%	0.38	929	·	18%	·	·	·	-0.6%
CCOc1c(OC)cccc1C1CC(=O)Nc2cc(OC)c(OC)cc21 (stereo not given)	-9%	0%	-0.72	1144	1.1	1%	2.8%	-1.2%	-10%	-0.2%
COc1ccc(S(=O)(=O)N2CCN(C(=O)c3cccc(Cl)c3)CC2)cc1	5%	-3%	-0.73	1265	1.1	11%	1.8%	-0.2%	9%	0.1%
Nc1cc(=O)[nH]c(SCCSc2cc(Cl)ccc2Cl)n1	·	6%	·	·	·	5%	-3.5%	·	·	0.1%
COc1ccccc1C(NC(=O)C1CCCCC1)c1c(O)ccc2ccccc12 (stereo not given)	-2%	5%	0.29	1333	1.2	-6%	2.4%	-0.3%	2%	0.5%
CN(C)c1ccc(/C=N/NC(=O)c2ccc(NC(=O)c3ccccc3)cc2)cc1	·	-4%	-0.1	1146	·	9%	2.2%	·	·	1.3%
C#Cc1ccc([C@H]2C=C(C(=O)OCC=C)O[C@@H](OCC)[C@@H]2CCCO)cc1	-2%	2%	·	·	1	14%	3.9%	-5.1%	3%	-0.1%
Cc1ccc(C(=O)N/C(=C\c2cn(C)c3ccccc23)C(=O)N2CCOCC2)cc1	·	-7%	·	·	·	11%	2.5%	·	·	0.1%
COc1cc(C(=O)N/N=C/c2ccc(OC(=O)c3cccc(C)c3)cc2)ccc1O	·	4%	·	·	·	28%	0.8%	·	·	0.1%
CC(OC(=O)c1ccc(Cl)c(S(=O)(=O)N2CCc3ccccc32)c1)C(=O)Nc1ncc(Cl)cc1Cl (stereo not given)	20%	0%	1	1482	0.9	17%	3.3%	4.9%	26%	-0.1%
O=C(CSc1nc(-c2ccccc2)cs1)Nc1nccs1	-22%	6%	1.2	887	1	16%	1.2%	2.0%	-8%	-0.1%
Cc1cc(Nc2ccc(Cl)cc2)n2nnnc2n1	8%	15%	0.01	1300	1.1	6%	4.6%	-1.1%	14%	·
COc1nc(Nc2ccc(OC)c(Cl)c2)nc(OC)n1	6%	-7%	0.21	1260	1.1	2%	1.2%	·	6%	-0.4%
